Source: PubChem
Rab9 promoter act – activates the Rab9 promoter; Huh7 Rab9 promoter-luciferase reporter, luminescence, 24 h; Potency, µM (highest dose often 9.22 µM), without a hit: at the top dose activation, negative = inhibition, actives largely listed as activators; 320,000 tested, 2.8% active; AID 485297; further: potency means the concentration at half of the fitted maximal effect; % of control where 0% means no effect; nearly all actives have a fitted effect of over 60% in size
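Luminescence from Amplite-detected luciferase (10 minutes, ambient) reports Rab9 promoter activation. Before that, stable Rab9-luciferase Huh7 cells (1500/well, reduced-serum OP-MEM I plus 10% FBS) were exposed to compound for 24 hours at 37C.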
Menin-MLL TR inh – menin-MLL binding inhibition, Texas Red mutant peptide; O00255; Potency, µM (highest dose often 61.6 µM), without a hit: top-dose FP activity change, negative = inhibition, usual class: inhibitors; 270,000 tested, 0.23% active; AID 1768; Menin + Texas Red MLL mutant peptide, fluorescence polarization; active means well fitted inhibition curve with a large enough effect in the polarisation, with a control signal flat, not every such curve was filed as active; inconclusive means small, poorly fitted or top-dose-only effect, or effect the other way, or a change in a side signal; inactive means no such curve, though single readings can be large or run the other way; the % refers to the polarisation; further: potency means the concentration at half of the fitted maximal effect; % of control where 0% means no effect; many of its hits are not listed in these tables
Gal4-VP16 FLuc – inhibits Gal4-VP16 luciferase reporter, ROR gamma counter-screen; Drosophila S2 Gal4-VP16 UAS-luciferase, luminescence, 20 h; Potency, µM (doses to about 53.6 µM), inactives show at the top dose activity, negative = inhibition, usual class: inhibitors; 310,000 tested, 3.5% active;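 further: Gal4-VP16 expression switched on by copper sulfate through the metallothionein promoter; potency means the concentration at half of the fitted maximal effect; on the % scale 0 is the no-effect control and ±100 the full control effect; nearly all actives have a fitted effect of over 50% in size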
KCNH2 3.1 block – blocks the human KCNH2 3.1 channel isoform; U2OS KCNH2 3.1, thallium flux FluxOr; stronger effect = lower value; activity change, % (tested at about 1.8 µM); 340,000 tested, 0.95% active; AID 720553;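 active means maximum activity change below -70%; inconclusive means maximum activity change from -70% to -50%; inactive means maximum activity change above -50%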;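 further: thallium influx rate constant from kinetic fluorescence after stimulation buffer; on the % scale 0 is the no-effect control and ±100 the full control effect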
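Kinetic fluorescence (2 min after stimulation buffer) measures Tl+ influx through KCNH2 3.1 expressed by viral transduction in U2OS cells; the rate constant is normalized against DMSO controls serving as positive and negative references.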
PKM2 activator – increases activity of human pyruvate kinase M2. 260,000 tested, 0.34% active. Potency, µM (top dose mostly 57.5 µM), without a hit: at the top dose activation, actives largely listed as activators. purified PKM2, Kinase-Glo ATP luminescence, activation; response scale: 0% is enzyme alone, no compound; further: potency means the concentration at half of the fitted maximal effect; on the % scale 0 is the no-effect control and ±100 the full control effect; nearly all actives have a fitted effect of over 55% in size
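Kinase-Glo luminescence reports ATP generated from ADP (0.1 mM) and PEP (0.5 mM) by purified hPK-M2 after 1 h at room temperature, pH 7.2 imidazole buffer; intermediate enzyme activity allows detecting inhibitors and activators.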
FLuc counter – counter-screen for miR-21 project: firefly luciferase inhibitors or activators; purified FLuc, Km substrates, luminescence inhibition; P08659; 360,000 tested, 6.9% active; AID 588342; Potency, µM (titrated, usually from 57.5 µM), for the others: at the top dose activity change, negative = inhibition, usual class: inhibitors;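 further: potency means the concentration at half of the fitted maximal effect; plate controls were vehicle for no effect and reference inhibitor for full effect; nearly all actives have a fitted effect of over 55% in size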
Target sequence (P08659 whole entry, looked up): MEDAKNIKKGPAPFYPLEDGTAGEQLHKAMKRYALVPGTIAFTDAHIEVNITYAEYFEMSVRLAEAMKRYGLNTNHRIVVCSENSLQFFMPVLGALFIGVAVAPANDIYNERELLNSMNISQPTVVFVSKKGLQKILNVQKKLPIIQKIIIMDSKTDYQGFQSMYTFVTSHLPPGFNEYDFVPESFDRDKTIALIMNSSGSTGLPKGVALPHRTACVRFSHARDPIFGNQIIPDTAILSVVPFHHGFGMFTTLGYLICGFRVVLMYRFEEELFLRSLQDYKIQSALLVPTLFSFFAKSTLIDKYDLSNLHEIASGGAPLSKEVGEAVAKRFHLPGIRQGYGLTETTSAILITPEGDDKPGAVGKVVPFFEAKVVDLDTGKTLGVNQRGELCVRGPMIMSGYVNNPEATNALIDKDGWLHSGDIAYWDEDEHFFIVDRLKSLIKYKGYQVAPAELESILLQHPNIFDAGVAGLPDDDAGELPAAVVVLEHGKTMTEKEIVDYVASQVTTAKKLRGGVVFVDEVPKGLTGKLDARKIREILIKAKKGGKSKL
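Purified P. pyralis luciferase, 10 nM final, with Km-level 10 uM D-luciferin and 10 uM ATP in 50 mM Tris acetate pH 7.5, 10 mM Mg acetate, 0.01% Tween-20, 0.05% BSA; 6-point qHTS titration about 60 µM downward; luminescence read.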
NPC1 prom act – NPC1 promoter activation | Huh7 NPC1 promoter luciferase reporter, 24 h | Potency, µM (titrated, usually from 9.22 µM), without a hit: at the highest dose activation, hits mostly activators | 320,000 tested, 2.4% active | AID 485313;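 further: potency means the concentration at half of the fitted maximal effect; % of control where 0% means no effect; nearly all actives have a fitted effect of over 60% in size; reporter is driven by a mutant NPC1 promoter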
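Quantitative HTS used a cell-based reporter: Huh7 cells stably bearing the NPC1 promoter upstream of luciferase were treated with compounds for 24 h, and promoter activation was read as luminescence.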
RORg inh – inhibitors of mouse ROR gamma transcriptional activity. AID 2551. P51450. 310,000 tested, 5.4% active. Potency, µM (series often up to 53.6 µM), for the others: at the top dose activity change, negative = inhibition, hits mostly inhibitors. Drosophila S2 Gal4-RORgamma UAS-luciferase reporter, 20 h; further: potency means the concentration at half of the fitted maximal effect; on the % scale 0 is the no-effect control and ±100 the full control effect; nearly all actives have a fitted effect of over 60% in size
Target sequence (P51450 whole entry, looked up, the tested form may be a part): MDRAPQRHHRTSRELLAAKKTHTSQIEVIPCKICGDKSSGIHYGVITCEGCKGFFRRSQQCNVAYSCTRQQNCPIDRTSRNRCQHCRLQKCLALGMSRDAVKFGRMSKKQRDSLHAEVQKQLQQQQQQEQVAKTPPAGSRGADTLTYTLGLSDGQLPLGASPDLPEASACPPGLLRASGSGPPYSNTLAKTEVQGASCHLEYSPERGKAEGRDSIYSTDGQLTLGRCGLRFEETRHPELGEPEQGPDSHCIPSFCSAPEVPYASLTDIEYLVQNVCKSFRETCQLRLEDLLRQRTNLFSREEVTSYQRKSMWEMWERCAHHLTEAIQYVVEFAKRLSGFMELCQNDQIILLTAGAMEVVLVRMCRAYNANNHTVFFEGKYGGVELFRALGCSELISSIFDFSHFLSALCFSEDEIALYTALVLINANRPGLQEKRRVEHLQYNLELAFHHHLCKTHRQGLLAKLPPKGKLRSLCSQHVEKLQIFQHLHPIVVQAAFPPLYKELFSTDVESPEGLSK
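Compounds are pin-transferred onto Drosophila Schneider cells expressing a copper-inducible Gal4–ROR gamma transactivation domain fusion. After 1 hr, copper sulfate is added to 700 uM final; luciferase is read 20 hr later.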
Mito fusion yeast – blocks mitochondrial division or promotes mitochondrial fusion. 320,000 tested, 0.23% active. S. cerevisiae fusion-defective mutant growth rescue, CellTiterGlo 48 h. Potency, µM (highest dose often 46.1 µM), for inactives: at the top dose growth rescue (activation), usual class: activators;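 further: potency means the concentration at half of the fitted maximal effect; % of control where 0% means no effect; nearly all actives have a fitted effect of over 45% in size; temperature-sensitive fusion mutants such as fzo1-1 at 37 °C on non-fermentable ethanol glycerol medium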
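Luminescent cell viability in 1536-well qHTS format served as the measure of rescued growth in ts fusion-mutant S. cerevisiae cultured on non-fermentable YPEG for 48 hours at 37C.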
MBNL1-CUG inh – MBNL1-poly(CUG) RNA binding inhibition. Q9NR56. TR-FRET MBNL1-His/biotin-(CUG)12 binding, 665/545 ratio. Potency, µM (titrated, usually from 57.5 µM), inactives show top-dose activity change, negative = inhibition, actives largely listed as inhibitors. 280,000 tested, 0.036% active. AID 2675; active means well fitted inhibition curve with a large enough effect in the signal ratio, with a control signal flat, not every such curve was filed as active; inconclusive means small, poorly fitted or top-dose-only effect, or effect the other way, or a change in a side signal; inactive means no such curve, though single readings can be large or run the other way; the % refers to the signal ratio; further: potency means the concentration at half of the fitted maximal effect; on the % scale 0 is the no-effect control and ±100 the full control effect
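Inhibition of protein-RNA binding appears as loss of TR-FRET between terbium anti-His antibody on MBNL1-His and streptavidin-XL665 on biotin-(CUG)12. Activity is normalized to buffer-only and uninhibited-complex controls.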
ELG1 DNA repair – inhibitors of ELG1-dependent DNA repair in HEK293T cells | HEK293T ELG1-luciferase reporter, luminescence, 16 h; DNA damage induced by 5-fluorouridine | AID 504467 | 330,000 tested, 2.3% active | Potency, µM (top dose mostly 46.1 µM), inactives show at the highest dose activity change, negative = inhibition, actives largely listed as inhibitors; further: potency means the concentration at half of the fitted maximal effect; on the % scale 0 is the no-effect control and ±100 the full control effect; nearly all actives have a fitted effect of over 55% in size
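HEK293T cells expressing luciferase-tagged ELG1 (2,000/well) received 5-Fluorouridine plus compound or DMSO for 16 hr at 37 °C. Luciferase was read by ONE-Glo luminescence after 30 min at room temperature.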
An asterisk follows results filed as active; ? = inconclusive; / = not tested or not shown; & = joins results of further samples; [ ] = another dose, or the depositor's remark. Unless noted, the call rests on the fitted dose curve; in most records, active means well fitted curve in the direction sought with a large enough effect; inconclusive means small, poorly fitted or top-dose-only effect, or another doubt; inactive means no such curve, though single readings can be large; an effect the other way counts as inactive or inconclusive.

Value order – PKM2 activator, Gal4-VP16 FLuc, KCNH2 3.1 block, RORg inh, FLuc counter, Mito fusion yeast, MBNL1-CUG inh, ELG1 DNA repair, Menin-MLL TR inh, NPC1 prom act, Rab9 promoter act
> O=C(CCn1nnc2ccccc21)Nc1nnc(COc2ccc(F)cc2)s1
    -1%, -2%, 12, 2%, 1%, 9%, -6%, 2%, 2%, -6%, -1%
> NS(=O)(=O)c1ccc(CCNC(=O)Cc2ccc(Cl)cc2)cc1
    2%, -1%, 4, -35%[1.91 µM], -2%, -2%, -4%, -14%, 7%, 2%, -2%
> COc1ccc(N(C(=O)c2ccco2)C(C(=O)NC2CCCC2)c2ccc(N(C)C)cc2)cc1 (stereo unspecified)
    2%, 6%, -3, -10%, 3%, 3%, -1%, -7%, -11%, -1%, -7%
> Clc1cccc2c3c([nH]c12)CCNC3
    /, 3%, 3, 3%, 0%, -5%, -1%, ?, 1%, 1%, -1%
> CCNC(=S)N1C2CCC1CC(NC(=O)Nc1ccc(C(=O)OCC)cc1)C2 (stereo unspecified)
    /, 12%, -4, -14%, -2%, 0%, -4%, 6%, 35%[activator], 1%, -2%
> N#CC1(C#N)C2=C(CCCC2)NC(c2ccccc2)C1(C#N)C#N (stereo unspecified)
    8%, -1%, /, -2%, -16%, 1%, -2%, 12%, 17%, -8%, 0%
> O=C(CCSc1ccccc1)NCCSCc1ccco1
    -3%, -6%, -5, 85%, 19µM*, -3%, -16%, 1%, -19%, 3%, 0%
> CCOc1ccccc1N(CC(=O)NCCSc1ccccn1)S(=O)(=O)c1ccccc1
    3%, 2%, 5, 27%, 1%, 2%, -3%, -18%, -16%, -3%, -1%
> O=C(CSc1nc2sc3c(c2c(=O)n1-c1ccccc1)CCCC3)N/N=C/c1ccccc1C(=O)O
    6%, -1%, -1, -3%, -18%, -10%, -1%, 2%, 58%[activator], -1%, 0%
> O=C(CCCN1C(=O)/C(=C\c2ccccc2)SC1=S)Nc1ccc(O)cc1C(=O)O
    /, ?, -116*, ?, ?, -2%, ?, ?, /, 0%, -4%
> CN(C)S(=O)(=O)c1ccc(C(=O)OCC(=O)Nc2sc3c(c2C#N)CCCCC3)cc1
    -2%, 14%, 5, 36%, ?, 0%, -10%, ?, 7%, 10%, -3%
> O=C(CCCCCn1c(=S)[nH]c2ccc(N3CCOCC3)cc2c1=O)NCc1cccc(Cl)c1
    -1%, -2%, 20, 10µM*, 2%, -2%, 50%[activator], ?, 13%, -5%, 0%
> O=C(c1ccccc1)N1N=C(c2ccccc2)CC1(O)C(F)(F)F (stereo unspecified)
    /, -18%, -15, -24%, 2%, -17%, -12%, 0%, -7%, 1%, -3%
> CC(=O)c1cccc(NC(=O)c2c(C)nn(-c3ccccc3)c2Cl)c1
    1%, 0%, -20, -15%, ?, 7%, -2%, ?, -6%, 21%, 11%
> CCOC(=O)c1ccccc1NC(=O)C1CC(=O)N(C(C)(C)C)C1 (stereo unspecified)
    1%, -6%, -3, -11%[1.91 µM], -1%, 4%, 3%, -1%, 0%, -4%, 0%
> N#CC1=C(N)Oc2n[nH]c(-c3ccccc3)c2C1c1cccc(OC(=O)N2CCOCC2)c1 (stereo unspecified)
    0%, 8%, 7, -16%, 2%, 0%, 7%, -9%, -1%, 2%, 12%
> NC(=O)COC(=O)c1ccc(-c2ccc(O)cc2)cc1
    -2%, -10%, -1, -9%, 4%, -5%, 10%, -11%, /, 12%, 8%
> C/C(CC(=O)NC12CC3CC(CC(C3)C1)C2)=N\NC(=O)c1ccc(C)cc1
    -1%, ?, -15, ?, 6%, -6%, -3%, 2%, -10%, -3%, -4%
> CCOC(=O)c1ccc(NC(=S)N(CCN(C)C)C(C)c2ccncc2)cc1 (stereo unspecified)
    /, 1%, 1, 0%, 1%, 4%, -4%, -14%, -13%, 0%, -6%
> CCc1nnc(NS(=O)(=O)c2ccc(NC(=O)/C=C/c3ccc(F)cc3)cc2)s1
    2%, 20%, 3, 16%, ?, 6%, 1%, -11%, ?, -6%, -1%
> CCOc1ccc(-c2nc3n(c(=O)c2C#N)CCS3)cc1
    -3%, -21%, -1, -4%, 4%, 2%, 39%[activator], ?, 8%, 0%, 0%
> CS(=O)(=O)NCC(c1cccnc1)N1CCN(c2ccc(F)cc2)CC1 (stereo unspecified)
    3%, 18%, 3, -10%, 2%, -1%, 3%, 1%, 9%, 1%, 8%
> COc1ccc2nc(/C(C#N)=C\c3ccc(C(=O)O)cc3)[nH]c2c1
    -8%, 6%, 25, 35%, 24µM*, 0%, ?, 22%, ?, -2%, 1%
> COc1ccc(-c2nc3ccccc3n2OCC(=O)O)cc1
    -20%, 13µM*, 3, ?, 3µM*, -5%, -20%, ?, 15%, 9%, 19%
> CC(C)(C)c1cnnn1-c1ccc(/C=N/Nc2ccc([N+](=O)[O-])cc2)cc1
    2%, -27%, -2, ?, 4%, -3%, 12%, ?, 16%, -1%, ?
> CCC(=O)Nc1c(C)ccc2nsnc12
    -8%, 3%, 7, ?, 2%, -1%, ?, 13%, -2%, 1%, 9%
> COc1ccc(CCNC(=O)C(=O)Nc2ccc3c(c2)OCO3)cc1OC
    -10%, 7%, 11, 19%, -1%, -13%, -8%, 16%, 6%, 1%, -2%
> COc1ccc(-c2cn(CCCOCc3ccccc3)nn2)cc1
    -4%, -5%, /, -59%, -2%, 0%, -6%, ?, ?, 3%, 0%
> COCCCNC(=O)CNC(=O)c1cn(-c2ccccc2OC)c(=O)c2ccccc12
    /, -6%, 0, 2%, 1%, 2%, -1%, 18%, -10%, -9%, 14%
> CCN(CC)C(=O)/C(=C/c1ccc2c(c1)OCO2)NC(=O)c1ccc(Br)cc1
    1%, ?, -6, 6%, -11%, 6%, -4%, 2%, -7%, 1%, 6%
> COc1ccccc1N1CCN(C(=O)c2cccs2)CC1
    /, -3%, -1, 0%, 2%, 11%, -9%, 14%, -16%, 0%, -1%
> CCN1CCN(CCC(=O)Nc2cccc(C)c2)CC1
    0%, 5%, -20, -1%, 1%, 0%, -8%, 2%, 8%, -6%, -2%
> CNc1snc(C)c1C(=O)OC(C)C(=O)NCc1ccccc1 (stereo unspecified)
    /, /, -6, /, 7%, -1%, /, -23%, /, 1%, 0%
> S=C(NCCNC(=S)Nc1ccccc1)Nc1ccccc1
    -3%, 0%, 9, -37%[1.91 µM], 5%, 1%, -1%, -15%, -1%, -5%, -1%
> CC1(c2ccc3ccccc3c2)NC(=O)N(CC(=O)N2CCCC(C(F)(F)F)C2)C1=O (stereo unspecified)
    /, /, 5, /, 2%, 0%, /, ?, /, -5%, 0%
> Cc1ccc(NC(=O)C2CC3CCC2C3)c(Br)c1 (stereo unspecified)
    2%, 5%, -23, ?, 17µM*, -1%, -4%, ?, -13%, 4µM*, ?
> Cc1[nH]c2ccccc2c1C(C[N+](=O)[O-])c1cccs1 (stereo unspecified)
    2%, -4%, -15, 40%, -1%, 10%, -3%, ?, ?, -8%, -2%
> CCCn1c2ccccc2c2nnc(SCC(=O)Nc3c(C)n(C)n(-c4ccccc4)c3=O)nc21
    -2%, 7%, 6, 4%, -1%, -2%, 42%[activator], ?, -10%, -2%, 1%
> Cc1ccc(C(=O)NCN2CCN(c3ccc(F)cc3)CC2)cc1
    /, /, -3, /, -2%, 0%, /, 22%, /, 1%, -6%
> O=[N+]([O-])c1ccccc1S(=O)(=O)NC1CCCC1
    -10%, 4%, 1, 20%, -2%, -3%, ?, 4%, ?, -9%, -9%
> COc1ccc(CCNS(=O)(=O)c2cc3c4c(c2)CC(=O)N4CCC3)cc1
    /, -4%, -10, 11%, -1%, -1%, 2%, 5%, /, 3%, -3%
> CCOC(=O)C1CCN(C(=O)COC(=O)COc2ccccc2OC)CC1
    29%, -2%, 14, -14%, 2%, -2%, -7%, 0%, -4%, -1%, -1%
> C=CCNc1ncnc2c1cnn2-c1ccc(C)cc1C
    7%, 6%, -18, 26%, ?, 7%, -2%, 26%, 20%, 12%, -4%
> CCc1cccc(C)c1NS(=O)(=O)c1c(C)nc2sccn2c1=O
    -6%, 1%, 9, -6%, 2%&-2%, 2%, -5%, -7%, 14%, -2%, -2%

This is a subset; rates above refer to the full screens.
